# Compound activity (PubChem)
# ASK1 primary: ASK1 kinase inhibitors, primary screen, biochemical, AlphaScreen; 22,000 tested, 0.99% active; inhibition, % at 7.44 µM; AlphaScreen MKK6 phosphorylation by ASK1, luminescence; in the data active = inhibition above about 35%;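 also: 0% = median of compound wells and 100% = no enzyme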
# Target sequence (Q99683 whole entry, looked up): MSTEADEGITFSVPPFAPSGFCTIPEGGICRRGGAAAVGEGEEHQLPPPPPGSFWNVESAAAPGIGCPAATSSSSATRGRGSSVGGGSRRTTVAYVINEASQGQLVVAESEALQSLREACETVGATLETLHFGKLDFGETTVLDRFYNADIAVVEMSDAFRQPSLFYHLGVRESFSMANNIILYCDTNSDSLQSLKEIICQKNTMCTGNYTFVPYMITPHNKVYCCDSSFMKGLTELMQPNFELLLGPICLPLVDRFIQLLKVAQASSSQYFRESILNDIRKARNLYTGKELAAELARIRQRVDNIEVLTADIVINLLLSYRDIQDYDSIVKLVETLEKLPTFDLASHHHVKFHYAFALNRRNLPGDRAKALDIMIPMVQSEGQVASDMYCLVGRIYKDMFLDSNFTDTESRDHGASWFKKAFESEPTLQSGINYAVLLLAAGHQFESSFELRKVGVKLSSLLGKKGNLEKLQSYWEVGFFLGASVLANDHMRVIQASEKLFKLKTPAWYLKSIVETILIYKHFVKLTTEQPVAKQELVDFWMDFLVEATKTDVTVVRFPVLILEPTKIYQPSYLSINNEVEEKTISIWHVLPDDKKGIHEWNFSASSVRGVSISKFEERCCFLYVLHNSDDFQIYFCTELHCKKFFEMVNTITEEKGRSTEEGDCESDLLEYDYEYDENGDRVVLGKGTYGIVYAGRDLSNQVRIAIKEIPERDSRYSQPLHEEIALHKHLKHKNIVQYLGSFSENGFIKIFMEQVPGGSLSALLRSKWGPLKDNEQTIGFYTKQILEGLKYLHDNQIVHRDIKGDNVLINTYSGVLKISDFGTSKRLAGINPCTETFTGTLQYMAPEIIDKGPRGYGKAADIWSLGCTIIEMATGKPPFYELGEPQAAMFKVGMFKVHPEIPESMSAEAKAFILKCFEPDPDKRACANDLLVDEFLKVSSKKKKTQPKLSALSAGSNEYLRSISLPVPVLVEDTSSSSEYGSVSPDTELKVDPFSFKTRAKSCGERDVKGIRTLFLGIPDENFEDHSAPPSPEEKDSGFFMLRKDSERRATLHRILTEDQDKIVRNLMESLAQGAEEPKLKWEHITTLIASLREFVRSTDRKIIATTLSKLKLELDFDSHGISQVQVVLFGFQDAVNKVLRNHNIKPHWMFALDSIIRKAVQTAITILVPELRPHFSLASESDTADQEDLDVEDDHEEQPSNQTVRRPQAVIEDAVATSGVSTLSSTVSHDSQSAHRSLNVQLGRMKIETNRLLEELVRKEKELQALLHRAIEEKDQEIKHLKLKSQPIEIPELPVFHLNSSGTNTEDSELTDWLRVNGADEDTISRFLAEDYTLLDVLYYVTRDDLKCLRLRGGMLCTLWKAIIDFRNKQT
# ULK1 inh: ULK1 kinase inhibitors, primary screen, biochemical, AlphaScreen; Serine/threonine-protein kinase ULK1 (Homo sapiens), O75385; AlphaScreen Atg13 phosphorylation by ULK1, luminescence; inhibition, % at 5.96 µM; 30,000 tested, 1.9% active; in the data active = inhibition above about 43%;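 also: 0% = median of compound wells and 100% = no enzyme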
# * marks the source's active call; other numbers are inactive results; · = not tested or not shown; & = joins results of further samples. This is a random part of the collection; about 2.8% have a hit in one of these screens.
ASK1 primary	ULK1 inh	structure
22	15	FC(F)(F)c1ccc(Cn2cnc3c(Nc4ccc(N5CCOCC5)cc4)nc(N4CCC(N5CCOCC5)CC4)nc32)cc1
1	16	Cc1cnc(Nc2cccc(N(C)C)c2)nc1NCCN1CCOCC1
-17	-2	CC(C)N(CCNc1nc(Nc2cccnc2)nc2c1ncn2C1CCCCC1)C(C)C
-16	10	COc1ccc(CCNc2cc(Nc3ccncc3)ncn2)cc1
-5	9	O=C(NCc1ccccc1)c1csc(Nc2ncccn2)n1
23	21	CN(C)c1cccc(Nc2nc(NCc3ccccc3)c3ncn(-c4ccsc4)c3n2)c1
2	-12	CC(C)n1cnc2c(NCc3cccc(C(F)(F)F)c3)nc(Nc3ccncn3)nc21
-5	2	COc1ccc(-c2nc(C(=O)Nc3ccccc3)cs2)cn1
·	1	CC(Oc1ccccc1)C(=O)NCCS(=O)(=O)N1CCN(c2ccccc2)CC1 (centres undefined)
3	-1	c1ccc(Nc2nc(N3CCOCC3)nc3c2ncn3-c2ccccc2)cc1
-1	0	O=C(C(O)c1ccc(Cl)cc1)N1CCC(Nc2cccc3c(=O)[nH]cnc23)CC1 (centres undefined)
19	6	COc1cc(Nc2nc(N)c3ncn(C(C)C)c3n2)cc(OC)c1OC
-18	-14	c1ccc(Oc2ccc(Nc3nc(Nc4ccncc4)nc4nc[nH]c34)cc2)cc1
·	-4	CC(C)(C)C(=O)N1CCCN(c2ccc(S(C)(=O)=O)cc2)CC1
3	-10	Nc1cccc(-c2ncc(C(=O)Nc3ccc(N4CCOCC4)cc3)s2)c1
·	9	CCOc1ccc(C(=O)NCc2nnnn2-c2ccc(F)cc2)cc1OCC
-11	-20	CC(C)n1cnc2c(NCC3CCCO3)nc(Nc3ccc(OC(F)(F)F)cc3)nc21 (centres undefined)
16	15	CC(C)n1cnc2c(NC3CC3)nc(Nc3ccc(C(F)(F)F)cc3)nc21
·	16	CC(/C=C1\SC(=S)N(CC(=O)O)C1=O)=C\c1ccccc1
4	3	CC(C)N(CCNC(=O)c1ccc2nc(N3CCN(c4ccccn4)CC3)sc2c1)C(C)C

# Other entries
ASK1 primary	ULK1 inh	structure
·	2	CCCC(C(=O)OCCN(CC)CC)(c1ccccc1)c1ccccc1
8	-4	CCCNc1nc(Nc2ccc3ncccc3c2)nc2c1ncn2C1CCCCC1
-1	-5	COc1cc2nc(NCCCN3CCCC3=O)nc(NCc3cccnc3)c2cc1OC
·	12	Nc1ccccc1C(=O)N1CCC(N2C(=O)Cc3ccccc32)CC1
1	-9	CCN(CC)c1nc(Nc2ccc(N3CCOCC3)cc2)nc(N2CCCC2CO)n1 (centres undefined)
16	28	CN(C)c1cccc(Nc2nc(Nc3ccc(N4CCOCC4)cc3)c3ncn(Cc4ccc(C(F)(F)F)cc4)c3n2)c1
-12	-11	CC(=O)Nc1ccc(Nc2nc(-c3cccc(N)c3)ncc2C)cc1
-22	55*	CC(=O)c1ccc(Nc2nccc(-c3ccc(NS(C)(=O)=O)cc3)n2)cc1
-13	-1	CN1CCN(C(=O)c2ccc(-c3cc(NCCN4CCOCC4)nc(N)n3)cc2)CC1
·	-2	CCc1nnc(-c2cc3ccccc3n2Cc2cccnc2)o1
·	13	CC#CCC(C)[C@H](O)/C=C/[C@@H]1[C@H]2C/C(=C/CCCC(=O)O)C[C@H]2C[C@H]1O (some centres undefined)
-2	-8	Cc1cncc(NC(=O)c2cccc(-n3cc(-c4ccc5ccccc5c4)cn3)c2)c1
-6	-3	COc1cc2nc(Nc3ccncn3)nc(NC3CCN(Cc4ccccc4)CC3)c2cc1OC
-24	-10	OCCNc1cc(N2CCC(N3CCOCC3)CC2)ncn1
1	10	c1ccc2c(c1)OCC(c1nc3c(-c4ccncc4)cncc3[nH]1)O2 (centres undefined)
-21	4	Cc1noc(C)c1-c1ncc(C(=O)NC2CC2)s1
48*	-16	FC(F)(F)c1ccc(Cn2cnc3c(Nc4ccc(N5CCOCC5)cc4)nc(N4CCN(Cc5ccc6c(c5)OCO6)CC4)nc32)cc1
-1	5	COc1ccc(CCNc2cc(Nc3cc(OC)c(OC)c(OC)c3)nc(N)n2)cc1
10	-1	O=C(Cc1cn(-c2ccc(Nc3ccc4ncccc4c3)nn2)c2ccccc12)NCc1ccccc1
·	-4	Cc1nc(-c2ccccc2F)cc(N2CCc3ccccc3C2)n1

# Next records follow.
ASK1 primary	ULK1 inh	structure
-7	-7	CC(=O)Nc1ccc(Nc2cc(C)nc(Nc3ccccn3)n2)cc1
-14	-2	O=C(NCc1nc2ccccc2[nH]1)c1cnc(-c2csc3ccccc23)s1
·	4	CCOC(=O)c1ccccc1NC(=O)c1c(C)oc2ccc(OCC)cc12
-10	-2	CN(C)CCN(Cc1ccccc1)C(=O)[C@H](N)Cc1ccc(-c2cn[nH]c2)cc1
-19	-11	Cc1cc(NCc2nc3ccccc3[nH]2)nc(N2CCC(N3CCOCC3)CC2)n1
15	2	c1nc(Nc2ccc(N3CCOCC3)cc2)cc(Nc2ccc3c(c2)OCO3)n1
7	-4	Oc1ccc(CCNc2nc(NC3CCN(Cc4ccccc4)CC3)nc3c2ncn3-c2ccccc2)cc1
-4	2	O=[N+]([O-])c1ccc(-n2ncc3ccc(-c4ncn[nH]4)cc32)cc1
10	7	O=C(NCCCN1CCCC1=O)c1ccnc(N2CCCC2CO)c1 (centres undefined)
·	0	COc1ccccc1NC(=O)C(=O)NCc1ccc2c(c1)OCO2
·	9	CC(C)(C)c1ccc(/C=C(\C#N)C(=O)NCCN2CCOCC2)cc1
3	-5	CCN(CC)C(=O)C1CCCN(c2cc(C(=O)NCc3cccc(C(F)(F)F)c3)ccn2)C1 (centres undefined)
·	-1	O=C(Nc1ccc2nsnc2c1)c1ccccc1Cl
1	-1	CC(C)N(CCNc1ccnc(N2CCOCC2)n1)C(C)C
12	-5	COc1cc(NC(=O)c2csc(-c3c(C)nn(C)c3C)n2)cc(OC)c1OC
-37	4	Cc1[nH]c(=O)c(C(=O)NCCc2ccc(Cl)cc2)cc1-c1ccncc1
0	2	O=C(Nc1ccc(N2CCOCC2)cc1)c1csc(Nc2ccc(C(F)(F)F)cc2)n1
·	-19	c1ccc(-c2cc(N3CCN(c4ccccn4)CC3)nc(-c3ccccn3)n2)nc1
-9	13	COc1cc(Nc2nc(Nc3ccc(-n4ccnc4)cc3)nc3nc[nH]c23)cc(OC)c1OC
-2	-20	O=C1CCCN1CCn1cnc2c(NC3CC3)nc(N3CCN(Cc4ccc5c(c4)OCO5)CC3)nc21

# Entries listed so far shown as hits in ULK1 inh:
ASK1 primary	ULK1 inh	structure
-22	55*	CC(=O)c1ccc(Nc2nccc(-c3ccc(NS(C)(=O)=O)cc3)n2)cc1

# The main list resumes; the 6 compounds before the break are reprinted first.
ASK1 primary	ULK1 inh	structure
12	-5	COc1cc(NC(=O)c2csc(-c3c(C)nn(C)c3C)n2)cc(OC)c1OC
-37	4	Cc1[nH]c(=O)c(C(=O)NCCc2ccc(Cl)cc2)cc1-c1ccncc1
0	2	O=C(Nc1ccc(N2CCOCC2)cc1)c1csc(Nc2ccc(C(F)(F)F)cc2)n1
·	-19	c1ccc(-c2cc(N3CCN(c4ccccn4)CC3)nc(-c3ccccn3)n2)nc1
-9	13	COc1cc(Nc2nc(Nc3ccc(-n4ccnc4)cc3)nc3nc[nH]c23)cc(OC)c1OC
-2	-20	O=C1CCCN1CCn1cnc2c(NC3CC3)nc(N3CCN(Cc4ccc5c(c4)OCO5)CC3)nc21
-13	-2	O=C(Nc1cnn(-c2cccc(C(=O)NCCCN3CCOCC3)c2)c1)Nc1ccccc1Cl
-14	-21	CC(=O)N1CCN(c2c(Cl)cccc2NC(=O)c2ccc(Br)o2)CC1
10	-22	COc1ccc2c(c1)CC(c1nc3c(F)cc(-c4ccncc4)cc3[nH]1)CO2 (centres undefined)
3	-2	CN1CCN(c2ccc(-c3nc4ncnc(NC5CC5)c4[nH]3)cc2)CC1
20	3	c1ccc(CN2CCC(Nc3nc(-c4ccc(N5CCOCC5)nc4)nc4nc[nH]c34)CC2)cc1
·	-4	O=C(NCc1nnnn1-c1ccc(Cl)cc1)NC1CCCCC1
5	16	O=C(NCc1cccc(Cl)c1)Nc1ccc(-c2cn[nH]c2)cc1
·	16	O=C(/C=C/c1ccc2c(c1)OCO2)N1CCCCC1
·	2	COc1cc(C)c(S(=O)(=O)Nc2cccc(-c3ccc(N4CCCC4)nn3)c2)cc1C
·	-15	Cc1ccc(OCC(=O)NNC(=O)COc2ccc3ccccc3c2)cc1
5	-3	COc1ccc(CCNC(=O)c2csc(N3CCC(N4CCOCC4)CC3)n2)cc1
·	-7&8	Cc1ccccc1OCC(O)CN1CC=CCC1 (centres undefined)

# 3 compounds out of the list above, sorted by the value under ULK1 inh, rising:
ASK1 primary	ULK1 inh	structure
-7	-7	CC(=O)Nc1ccc(Nc2cc(C)nc(Nc3ccccn3)n2)cc1
·	-2	CCc1nnc(-c2cc3ccccc3n2Cc2cccnc2)o1
10	7	O=C(NCCCN1CCCC1=O)c1ccnc(N2CCCC2CO)c1 (centres undefined)

# Looked up by compound from the entries so far (four):
ASK1 primary	ULK1 inh	structure
20	3	c1ccc(CN2CCC(Nc3nc(-c4ccc(N5CCOCC5)nc4)nc4nc[nH]c34)CC2)cc1
-14	-21	CC(=O)N1CCN(c2c(Cl)cccc2NC(=O)c2ccc(Br)o2)CC1
·	2	COc1cc(C)c(S(=O)(=O)Nc2cccc(-c3ccc(N4CCCC4)nn3)c2)cc1C
·	-15	Cc1ccc(OCC(=O)NNC(=O)COc2ccc3ccccc3c2)cc1
